H37Rv inhibition – M. tuberculosis growth inhibition, HTS (AID 449762). inhibition, % at 25 µM, or IC50 in µM where a hit was titrated. hit rate 0.59% among 330,000. M. tuberculosis H37Rv growth inhibition, 7H9 media; higher % means a stronger effect; in the data active = a potency from the dose series; inconclusive = inhibition above about 70% without an active follow-up result;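 also: bacterial growth assessed after seven days of incubation; strong numbers were not always called active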
Salmonella PhoP GFP – PhoP regulon inhibitors, Salmonella typhi PhoP promoter GFP reporter, confirmatory (AID 1850); Salmonella Typhi PhoP-promoter GFP reporter, fluorescence, 4 h; higher % means a stronger effect; one-dose inhibition, % at 50 µM; IC50 in µM for titrated hits; hit rate 0.33% among 310,000; in the data active = a potency from the dose series; inconclusive = inhibition mostly from about 25% at the one dose, without a potency; inactive = the rest, 99 in 100 with inhibition below about 19%;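 also: 0% = induced wells with vehicle and 100% = uninduced wells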
VEEV TC-83 Vero – inhibitors of VEEV TC-83 cytopathic effect, confirmation, Vero cells (AID 588727); inhibition, % at 20 µM; hits with a dose series show IC50 in µM; hit rate 0.13% among 350,000; Vero cells, VEEV TC-83 cytopathic effect inhibition; higher % means a stronger effect; in the data active = a potency from the dose series; inconclusive = inhibition mostly from about 14% at the one dose, without a potency; inactive = the rest, 99 in 100 with inhibition below about 12%; also: strong numbers were not always called active
M. tuberculosis – growth inhibition of non-replicating M. tuberculosis (AID 488890). Mycobacterium tuberculosis non-replicating, growth inhibition; higher % means a stronger effect. inhibition, % at 25 µM, or IC50 in µM where a hit was titrated. hit rate 0.39% among 320,000; in the data active = a potency from the dose series; inconclusive = inhibition mostly from about 82% at the one dose, without a potency; inactive = the rest, 99 in 100 with inhibition below about 76%;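 also: plate controls were DMSO cells for no effect and high antibiotic wells for full effect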
influenza NS1A – NS1A inhibition, H1N1 influenza, cell based functional assay (AID 504329); NS1A functional cell-based assay, percent inhibition; higher % means a stronger effect; hit rate 0.3% among 340,000; inhibition, % at 12.5 µM, or IC50 in µM where a hit was titrated; in the data active = a potency from the dose series; inconclusive = inhibition above about 27% without an active follow-up result; also: strong numbers were not always called active
VEEV TC-83 Vero 10K pilot screen – second read-out of VEEV TC-83 Vero, no call of its own (marks repeat the call); inhibition, %; measured here: 10K pilot screen inhibition
Active calls of the source: *; i = inactive; ? = inconclusive; / = no result given.

SMILES	H37Rv inhibition	Salmonella PhoP GFP	VEEV TC-83 Vero	M. tuberculosis	influenza NS1A	others
Cc1ccnc(NC2(C(F)(F)F)N=C(c3ccccc3)NC2=O)c1 (stereo not given)	0%	2%	i	6%	1%
CCC(C)(C)NC(=O)C(c1ccc(F)cc1)N(CCOC)C(=O)CCC(=O)Nc1nccs1 (stereo not given)	-4%	10%	i	22%	9%
CCN(CC)S(=O)(=O)c1ccc(F)c(C(=O)NCCC(C)C)c1	-8%	-11%	i	2%	14%
CC(=O)N1CCc2cc(S(=O)(=O)Nc3ccc(C)cc3C)ccc21	-3%	6%	i	-14%	6%
COC(=O)c1ccc(CSc2n[nH]c(-c3ccccc3)n2)o1	1%	-5%	1.2%	76%	-4%
CCNc1c2c3c(cccc3n(C)c1=O)C(=O)c1ccccc1-2	64%	-328%	/	30%	/
CCOCC(=O)Nc1nc2ccc(S(C)(=O)=O)cc2s1	-2%	-6%	0.9%	-3%	-8%
COCCN1CC(CNC(=O)c2cc(COc3ccc(C)c(C)c3)on2)CC1=O (stereo not given)	-1%	2%	1.3%	-13%	-5%
Cc1ccc(S(=O)(=O)N2CCN(C(=O)c3cc(-c4cccs4)nn3-c3ccccc3)CC2)cc1	7%	5%	0.9%	6%	6%
CCCCc1c(C)nc2ccc(Br)cc2c1SC(N)N	/	/	1.8%	/	-3%
O=C1c2ccc(Cl)cc2S(=O)(=O)c2cccc(C(=O)N3CCN(c4ccc(Cl)cn4)CC3)c21	22%	/	i	41%	22%	VEEV TC-83 Vero 10K pilot screen=2.4
CN(C)C(=O)CCN1CCOCC1	-6%	-3%	i	-8%	2%
COc1ccccc1NC(=O)CSc1ccc2nnc(-c3ccccn3)n2n1	-6%	6%	0.8%	/	-59%
COc1ccc(NC(=O)c2ccc3c(c2)C(=O)N(CC2CCCO2)C3=O)cc1 (stereo not given)	2%	9%	1.9%	-2%	-1%
O=C(COC(=O)c1cccnc1Cl)Nc1ccc2c(c1)OCCO2	3%	-5%	i	37%	4%
COc1ccc(-c2c(C#Cc3ccsc3)c3ccccc3n2C)cc1	26µM*	1%	7.7%	?	-26%
CC1CC(C)CN(C(=O)COC(=O)CCCN2C(=O)c3cccc4cccc(c34)C2=O)C1 (stereo not given)	-4%	-3%	1.7%	9%	-2%
COc1ccc(C2=NCCn3nc4cc([N+](=O)[O-])ccc4c32)cc1	-4%	-41%	0.7%	0%	10%
COc1cc2c(cc1OC)CN(CC(=O)Nc1ccc(C)c(C)c1)CC2	0%	1%	11%	35%	-5%
CCCS(=O)(=O)C(=C(Nc1ccccc1)Nc1ccccc1)S(=O)(=O)CCC	2%	-14%	0.2%	4%	8%
CN(C)S(=O)(=O)c1cccc(C(=O)c2nccn2C)c1	-2%	5%	i	-6%	0%
C=CCn1c(SCC(=O)NCc2ccccc2)nnc1-c1cc(Br)ccc1O	-6%	-5%	i	44%	-11%	VEEV TC-83 Vero 10K pilot screen=8.3
O=C(Nc1ncc(Cc2cccc(Cl)c2)s1)C1=NCCN1	?	3%	1.4%	?	-11%
Cc1cc(C)c(C)c(S(=O)(=O)N2CCC(C(=O)Nc3ccccc3N3CCOCC3)CC2)c1C	-5%	-2%	0.3%	-5%	1%
COc1ccc(C(=O)OCC(=O)NC2CCCC2)c(OC)c1	4%	1%	i	13%	-8%

(cont.)
SMILES	H37Rv inhibition	Salmonella PhoP GFP	VEEV TC-83 Vero	M. tuberculosis	influenza NS1A	others
Cc1cccc(N2CCN(C(=O)Cc3ccc(-n4c(=O)[nH]c5ccsc5c4=O)cc3)CC2C)c1 (stereo not given)	-9%	-7%	11%	0%	-5%
CC(C)(C)C(=O)[C@@H]1[C@@H]2C(=O)N(C3CCCCC3)C(=O)[C@@H]2[C@H]2c3ccccc3C=CN12	11%	-8%	0.3%	43%	8%
O=C(CSc1nnc(NC(=O)c2ccco2)s1)NC1CCCCC1	-3%	8%	5.6%	-3%	0%	VEEV TC-83 Vero 10K pilot screen=3.4
O=C(Nc1ccc(Cl)cc1)Nc1cnccn1	5%	5%	0.3%	18%	6%
CCNS(=O)(=O)c1ccc(CCC(=O)Nc2cc(Cl)ccc2Oc2ccccc2)cc1	13%	-7%	6.0%	29%	-5%
O=C(NCC1CCCN(C(=O)c2cscn2)C1)c1ccccc1Cl (stereo not given)	0%	3%	1.5%	-7%	-3%
O=C(CN1C(=O)C(=O)N(C2CCCC2)C1=O)Nc1ccc(OC(F)F)cc1	-7%	/	4.0%	24%	-7%
CN1C(=O)C(=Cc2cn(CC(=O)N3CCCCC3)c3ccccc23)C(=O)N(C)C1=O	6%	-19%	0.8%	-1%	-12%
O=C(CCc1ccccc1)Nc1cccc(S(=O)(=O)N2CCOCC2)c1	4%	/	2.3%	-12%	-2%
Cc1nnc(SCC(=O)Nc2nnc(-c3ccccc3)o2)s1	0%	3%	1.7%	37%	-5%
CCCC1CCC(=NNC(=O)CNc2ccc(OC)cc2)CC1 (stereo not given)	42%	1%	0.3%	-7%	18%
CC(=O)Nc1ccc(NC(=O)CSc2nnnn2C2CCCCC2)cc1	1%	-4%	1.4%	21%	-1%
Cc1cc(C)c(-c2cc(C(F)(F)F)no2)c(=O)[nH]1	-6%	-15%	3.3%	-3%	13%
O=C(NC1CC(=O)N(c2ccc(F)cc2)C1)N1CCN(C(=O)c2ccco2)CC1 (stereo not given)	-2%	-7%	0.9%	-5%	-1%
Clc1ncnc2scc(C3COc4ccccc4O3)c12 (stereo not given)	-12%	-1%	i	79%	-11%
CCCc1cc(C(=O)N2CCN(c3ccccc3C)CC2)cs1	47%	5%	i	37%	-4%
CCOC(=O)Cc1csc(SCC(=O)c2c(N)n(CC(C)C)c(=O)n(C)c2=O)n1	-7%	0%	i	-8%	-18%
CC(C)(C)c1ccc(C(=O)NCC(=O)OCC(=O)Nc2nc(-c3ccc(F)cc3)cs2)cc1	63%	7%	0.1%	37%	2%
COc1ccc(F)cc1S(=O)(=O)N1CCC(C(N)=O)CC1	-10%	-5%	0.2%	6%	3%
O=C(Nc1ccccc1)OCC1CCCO1 (stereo not given)	-10%	-1%	0.6%	-2%	-3%
CCN(CC(=O)NCc1ccc(F)cc1)CC(=O)Nc1ccc(Br)cc1F	-1%	/	3.5%	36%	-9%
CCn1c(CSc2nc3ccccc3n2C)nc2ccccc21	-4%	-1%	9.1%	41%	-18%
COCc1cc(CNC(=O)C2CCC(=O)N(Cc3ccccc3OC)C2)[nH]n1 (stereo not given)	-3%	-9%	i	4%	-2%
O=C1c2cccc(OCC(=O)N3N=C(c4cccs4)CC3c3ccc(F)cc3)c2CCN1Cc1ccccc1 (stereo not given)	8%	-8%	3.0%	6%	4%
CCOC(=O)C(NC(=O)N1CCCCC1)(c1ccccc1)C(F)(F)F (stereo not given)	6%	3%	i	-11%	0%

Remaining list, next part
SMILES	H37Rv inhibition	Salmonella PhoP GFP	VEEV TC-83 Vero	M. tuberculosis	influenza NS1A	others
Cc1cc(C)nc(-n2nc(C)c3c(=O)[nH]c(C(F)(F)F)nc32)n1	-6%	-14%	1.2%	0%	18%
CC(=O)Oc1ccc(C(=O)Nc2cccc(NC(=O)c3ccco3)c2)cc1	-3%	-3%	1.4%	32%	4%
Cc1ccc(S(=O)(=O)NCC2CCC(C(=O)NC3CCCCC3)CC2)cc1 (stereo not given)	6%	-2%	i	-6%	-16%
O=C1C(Cl)=C(NCC2CCCO2)C(=O)N1c1cccc(Cl)c1Cl (stereo not given)	8%	11%	0.8%	68%	-15%
O=C(CN1C2CCC1CC(NC(=O)C1CC1)C2)NCc1ccccc1 (stereo not given)	21%	-3%	0.7%	-4%	2%
CCOc1ccc(-n2c(SCC(=O)Nc3ccc4c(c3)OCO4)nc3c(c2=O)SCC3)cc1	/	/	0.7%	/	3%	VEEV TC-83 Vero 10K pilot screen=0.6
CC(C)[C@H](NS(=O)(=O)c1ccccc1F)C(=O)NC1CCCCC1	-6%	/	0.7%	10%	1%
OCC[C@@H]1C[C@H](O)[C@@H](O)[C@@]2(CCc3ccccc3O2)O1	4%	7%	0.6%	-5%	-3%	VEEV TC-83 Vero 10K pilot screen=0.2
CCc1ccccc1NC(=O)CN(C)C(=O)COC(=O)c1ccccc1Cl	/	/	1.4%	/	-6%
CCOC(=O)C1CCN(C(=O)c2cccc(S(=O)(=O)N(CC)c3ccccc3)c2)CC1	-2%	/	i	10%	12%
CCSc1nc2nn(-c3ccccc3)c(=O)c-2c2n1CCCCC2	-5%	-5%	0.3%	12%	10%
CC(C)Cc1nnc(NC(=O)CCC(=O)NCc2ccccc2Cl)s1	10%	5%	2.5%	-11%	-2%
Cc1cc(C)n2cc(CSCC(=O)O)nc2n1	-11%	4%	0.8%	-10%	-7%
C/C(=N\O)c1c(O)cc(-c2ccccc2)n(-c2ccccc2)c1=O	6%	2%	1.4%	41%	/
Cc1cc(C(=O)NCC(=O)OC(C)C(=O)N2CCOCC2)ccc1[N+](=O)[O-] (stereo not given)	2%	/	1.8%	-13%	5%
Clc1ccc(C(c2nnnn2C2CCCC2)N2CCSCC2)cc1 (stereo not given)	-2%	-1%	i	25%	-2%
O=C(C1=C[C@H](c2coc3ccccc3c2=O)C[C@H](OCCCCO)O1)N1CCN(Cc2ccccc2)CC1	39%	-17%	8.4%	17%	8%
CCOC(=O)Cc1csc(NC(=O)Cc2ccc([N+](=O)[O-])cc2)n1	-18%	-1%	i	21%	-8%
Cc1ccc(-c2nc3ccccc3[nH]2)cc1NC(=S)NC(=O)c1ccccc1Br	?	3%	4.4%	62%	-17%
COc1cc(C2C(C(=O)Nc3ccccc3OC)=C(C)Nc3ncnn32)ccc1O (stereo not given)	-9%	-20%	1.1%	/	-5%
O=S(=O)(Cc1cc(Sc2ccc(Cl)cc2)nc(-c2ccccc2)n1)c1ccccc1	1%	17%	1.6%	-10%	-9%
O=C(O)C1CCC(Cn2c(SCc3cc(=O)n4cc(Br)ccc4n3)nc3ccsc3c2=O)CC1 (stereo not given)	14%	6%	2.9%	19%	8%
Cc1ccccc1NC(=O)CSc1nc2ccc(Nc3nc(N4CCOCC4)nc(N4CCOCC4)n3)cc2s1	/	/	10%	/	-8%
Cc1ccc(NC(=O)Nc2cccnc2)cc1	3%	-1%	2.2%	6%	-1%
O=C(NCCCN1CCN(c2ccccc2F)CC1)Nc1ccc(F)cc1	-10%	3%	i	25%	0%
O=C(NC1CCCCC1)n1c(=O)oc2ccccc21	-6%	-4%	0.7%	30%	-5%
Cc1ccc(NN=C2C(=O)OC(C)(C)OC2=O)c(C)c1	19%	-11%	0.6%	58%	-14%
Cc1ccc(C)c(N2CCN(C(=O)c3cc4c(C)nc5ccccc5c4o3)CC2)c1	?	2%	8.1%	43%	10%

A draw from above in order of SMILES length, smallest number first:
SMILES	H37Rv inhibition	Salmonella PhoP GFP	VEEV TC-83 Vero	M. tuberculosis	influenza NS1A	others
O=C(NC1CCCCC1)n1c(=O)oc2ccccc21	-6%	-4%	0.7%	30%	-5%
Cc1ccc(NN=C2C(=O)OC(C)(C)OC2=O)c(C)c1	19%	-11%	0.6%	58%	-14%
CCSc1nc2nn(-c3ccccc3)c(=O)c-2c2n1CCCCC2	-5%	-5%	0.3%	12%	10%
O=C(NCCCN1CCN(c2ccccc2F)CC1)Nc1ccc(F)cc1	-10%	3%	i	25%	0%
O=C(CN1C2CCC1CC(NC(=O)C1CC1)C2)NCc1ccccc1 (stereo not given)	21%	-3%	0.7%	-4%	2%
O=C1C(Cl)=C(NCC2CCCO2)C(=O)N1c1cccc(Cl)c1Cl (stereo not given)	8%	11%	0.8%	68%	-15%
C/C(=N\O)c1c(O)cc(-c2ccccc2)n(-c2ccccc2)c1=O	6%	2%	1.4%	41%	/
Cc1ccc(S(=O)(=O)NCC2CCC(C(=O)NC3CCCCC3)CC2)cc1 (stereo not given)	6%	-2%	i	-6%	-16%
CCOC(=O)Cc1csc(NC(=O)Cc2ccc([N+](=O)[O-])cc2)n1	-18%	-1%	i	21%	-8%
COc1cc(C2C(C(=O)Nc3ccccc3OC)=C(C)Nc3ncnn32)ccc1O (stereo not given)	-9%	-20%	1.1%	/	-5%
OCC[C@@H]1C[C@H](O)[C@@H](O)[C@@]2(CCc3ccccc3O2)O1	4%	7%	0.6%	-5%	-3%	VEEV TC-83 Vero 10K pilot screen=0.2
Cc1ccc(C)c(N2CCN(C(=O)c3cc4c(C)nc5ccccc5c4o3)CC2)c1	?	2%	8.1%	43%	10%
CCOC(=O)C1CCN(C(=O)c2cccc(S(=O)(=O)N(CC)c3ccccc3)c2)CC1	-2%	/	i	10%	12%
O=C(C1=C[C@H](c2coc3ccccc3c2=O)C[C@H](OCCCCO)O1)N1CCN(Cc2ccccc2)CC1	39%	-17%	8.4%	17%	8%
